Luminol counter: luminol signal inhibition, Nox1 inhibitor counter-screen. HRP/luminol/H2O2 chemiluminescence counterscreen. inhibition, % at 6.7 µM. 16,000 tested, 0.4% active; also: reference of the scale not given here
TLR4 MyD88 blk: TLR4-MyD88 interaction inhibition; Cell-based TLR4-MyD88 binding inhibition assay; 16,000 tested, 0.06% active; inhibition, % at 10 µM; O00206; AID 811; in the data active = inhibition above about 45%
S1P1 ag: S1P1 (human) receptor agonism | P21453 | S1P1 agonist cell-based reporter assay | activation, % at 4.5 µM | 16,000 tested, 1.5% active | AID 1044; in the data active = activation above about 80%
PME-1 Maybridge: Maybridge compound blocking human PME-1; inhibition, % at 9 µM; Q9Y570; AID 2291; recombinant PME-1, FP-Rh probe fluorescence polarization; 16,000 tested, 0.5% active; in the data active = inhibition above about 30%
NOTCH agonist: activates NOTCH signaling in reporter cells | activation, % at 2.5 µM | 15,000 tested, 0.4% active | NOTCH signaling luciferase reporter cells, luminescence; in the data active = activation above about 2.2%
rat GALR2 agon: GALR2 (rat) receptor agonism; O08726; cell-based GALR2 agonist screen; activation, % at 10 µM; 16,000 tested, 0.5% active; AID 833; in the data active = activation above about 15%
OPRK1 antag MB: antagonists of human kappa opioid receptor OPRK1, Maybridge library. P41145. OPRK1 cells, antagonist mode, fluorescence readout. inhibition, % at 9 µM. 16,000 tested, 0.4% active; in the data active = inhibition above about 50%
Target sequence (P41145 whole entry, looked up): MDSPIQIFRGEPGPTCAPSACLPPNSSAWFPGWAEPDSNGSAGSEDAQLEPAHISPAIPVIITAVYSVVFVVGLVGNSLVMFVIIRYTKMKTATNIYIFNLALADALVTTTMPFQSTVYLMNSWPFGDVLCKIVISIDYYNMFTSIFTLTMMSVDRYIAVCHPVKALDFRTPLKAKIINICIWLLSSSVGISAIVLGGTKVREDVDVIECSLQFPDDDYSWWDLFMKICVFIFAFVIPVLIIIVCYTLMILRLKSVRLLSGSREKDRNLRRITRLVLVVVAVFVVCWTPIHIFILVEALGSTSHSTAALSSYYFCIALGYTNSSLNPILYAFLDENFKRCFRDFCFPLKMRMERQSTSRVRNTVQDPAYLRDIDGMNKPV
Nox1 inh: inhibitors of human NADPH oxidase 1 (Nox1); AID 1792; HT29 cells, luminol chemiluminescence ROS; inhibition, % at 6.7 µM; 16,000 tested, 0.81% active; Q9Y5S8
Target sequence (Q9Y5S8 whole entry, looked up): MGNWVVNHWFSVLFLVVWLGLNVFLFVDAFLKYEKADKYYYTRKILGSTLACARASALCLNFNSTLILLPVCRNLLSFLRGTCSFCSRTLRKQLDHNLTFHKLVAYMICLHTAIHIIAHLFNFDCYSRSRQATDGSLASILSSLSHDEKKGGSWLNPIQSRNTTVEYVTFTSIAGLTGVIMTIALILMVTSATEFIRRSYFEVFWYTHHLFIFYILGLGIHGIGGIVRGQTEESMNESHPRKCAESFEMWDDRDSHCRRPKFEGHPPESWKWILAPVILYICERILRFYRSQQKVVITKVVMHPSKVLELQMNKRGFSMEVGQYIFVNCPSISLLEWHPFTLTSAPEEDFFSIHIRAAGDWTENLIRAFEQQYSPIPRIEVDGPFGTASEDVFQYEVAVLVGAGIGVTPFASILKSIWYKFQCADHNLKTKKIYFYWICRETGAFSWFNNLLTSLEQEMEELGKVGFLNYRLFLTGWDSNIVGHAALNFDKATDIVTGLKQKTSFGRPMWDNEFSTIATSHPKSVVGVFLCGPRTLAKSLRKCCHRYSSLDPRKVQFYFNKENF
Starred values were filed as active, the others as inactive; / = not tested or not shown. Rule as the data show it, unless noted: active = inhibition above about 75%; inactive = the rest.

SMILES	Luminol counter	TLR4 MyD88 blk	S1P1 ag	PME-1 Maybridge	NOTCH agonist	rat GALR2 agon	OPRK1 antag MB	Nox1 inh
CCOC(=O)c1c(SC)[nH]c2c(C(F)(F)F)cccc2c1=O	0	-1	48	15	-0.3	1	-1	-11
Cc1ccc(C)n1-c1sc2c(c1C(=O)NN)CCCC2	1	3	-22	-1	0.7	-6	5	14
CCOC(=O)C(=CNNC(=O)c1cccs1)C(=O)OCC	8	-4	-2	2	-0.9	-2	-21	-46
FC(F)(F)Oc1ccc(OCc2n[nH]c(=S)n2-c2ccc(Cl)cc2)cc1	7	10	-23	-4	/	-8	-8	-82
CS(=O)(=O)CS(=O)(=O)Oc1cccc(C(F)(F)F)c1	3	8	4	-3	-0.4	-2	-1	-56
Cc1cc(C)c(C#N)c(SC(C(=O)Nc2ccc3c(c2)OCO3)c2ccccc2)n1 (stereo unspecified)	-3	-10	7	2	-0.4	-7	3	-1
O=C(Sc1ccccc1)c1cccc(=O)o1	-7	-1	2	5	-0.1	-6	9	-1
CSc1nnc(-c2ccccc2)c(-c2ccccc2)n1	-5	0	49	9	0.7	-7	1	1
N#Cc1ncc(C(F)(F)F)cc1Oc1ccc(Cl)cc1	-6	-4	-5	4	-0.7	-8	0	-5
CCOC(=O)c1cc(C#N)c2ccccn2c1=O	-1	-29	-10	2	-0.5	0	-28	-28
O=C(Nc1ccc(S(=O)(=O)NC23CC4CC(CC(C4)C2)C3)cc1)c1ccc(Cl)cc1	2	3	-7	2	0.7	-1	-1	-15
NS(=O)(=O)c1ccc(NNC(=O)c2c(F)cccc2Cl)cc1	3	5	-10	11	0.2	-6	6	81*
CSc1nccc(-c2ccsc2)n1	3	1	36	-1	-0.3	-8	2	-12
COC(=O)c1cccc(NC(=O)Nc2ccccc2)c1	-1	-35	11	-5	0.6	-5	6	13
Cc1cc(C)n(-c2ncnc3c2nnn3Cc2ccccc2Cl)n1	-6	8	-3	1	-0.4	-3	-6	-34
COc1ccc(CCN2CC(C(=O)O)CC2=O)cc1OC (stereo unspecified)	-6	-2	-12	3	0.1	-4	-5	1
CS/C(Nc1ccccc1)=C(/C#N)C(=O)c1cc(-c2ccccc2)c(C(F)(F)F)s1	-3	-9	10	-52	-0.3	-2	6	-3
O=C(O)c1cc([N+](=O)[O-])ccc1Sc1cccs1	-6	2	8	6	-0.2	10	-8	11
Cc1ccc(S(=O)(=O)Nc2c(Cl)cccc2Cl)c(C)c1F	2	6	11	2	-0.4	-3	4	-39
COc1ccc(Cc2nnc(SCC(=O)NC(C)C)n2-c2ccc(F)cc2)cc1OC	-8	-13	-12	2	-0.6	-7	-15	-18
CCOC(=O)c1c(SC)nc2c(Cl)cccc2c1Sc1cccs1	0	-2	-4	0	-0.6	-7	1	-55
O=c1c(-c2ccccc2)c1-c1ccccc1	2	-1	-4	0	-0.2	-11	23	-66
C=CCn1c(-c2sc3nnc(-c4ccccc4)c(-c4ccccc4)c3c2N)n[nH]c1=S	6	-5	63	5	0.0	11	57*	16
CC(C)(C)OC(=O)N[C@@H](Cc1ccccc1)C(=O)NNC(=S)Nc1ccc(F)c(Cl)c1	35	-7	-42	5	-0.6	-5	-4	-31
O=C(CSc1n[nH]c(=O)n1C1Cc2ccccc2C1)N1CCOCC1	1	14	5	2	-0.3	-2	-10	-27

Arranged by count of non-hydrogen atoms (ascending): part of the list above
SMILES	Luminol counter	TLR4 MyD88 blk	S1P1 ag	PME-1 Maybridge	NOTCH agonist	rat GALR2 agon	OPRK1 antag MB	Nox1 inh
CSc1nccc(-c2ccsc2)n1	3	1	36	-1	-0.3	-8	2	-12
O=C(Sc1ccccc1)c1cccc(=O)o1	-7	-1	2	5	-0.1	-6	9	-1
O=C(O)c1cc([N+](=O)[O-])ccc1Sc1cccs1	-6	2	8	6	-0.2	10	-8	11
CS(=O)(=O)CS(=O)(=O)Oc1cccc(C(F)(F)F)c1	3	8	4	-3	-0.4	-2	-1	-56
Cc1ccc(C)n1-c1sc2c(c1C(=O)NN)CCCC2	1	3	-22	-1	0.7	-6	5	14
Cc1ccc(S(=O)(=O)Nc2c(Cl)cccc2Cl)c(C)c1F	2	6	11	2	-0.4	-3	4	-39
CCOC(=O)c1c(SC)[nH]c2c(C(F)(F)F)cccc2c1=O	0	-1	48	15	-0.3	1	-1	-11
Cc1cc(C)n(-c2ncnc3c2nnn3Cc2ccccc2Cl)n1	-6	8	-3	1	-0.4	-3	-6	-34
O=C(CSc1n[nH]c(=O)n1C1Cc2ccccc2C1)N1CCOCC1	1	14	5	2	-0.3	-2	-10	-27
FC(F)(F)Oc1ccc(OCc2n[nH]c(=S)n2-c2ccc(Cl)cc2)cc1	7	10	-23	-4	/	-8	-8	-82
Cc1cc(C)c(C#N)c(SC(C(=O)Nc2ccc3c(c2)OCO3)c2ccccc2)n1 (stereo unspecified)	-3	-10	7	2	-0.4	-7	3	-1
COc1ccc(Cc2nnc(SCC(=O)NC(C)C)n2-c2ccc(F)cc2)cc1OC	-8	-13	-12	2	-0.6	-7	-15	-18

Next records follow:
SMILES	Luminol counter	TLR4 MyD88 blk	S1P1 ag	PME-1 Maybridge	NOTCH agonist	rat GALR2 agon	OPRK1 antag MB	Nox1 inh
CSc1ccc(C=C2C(=O)OC(C)(C)OC2=O)s1	2	-10	4	7	-0.1	-2	20	-8
Cc1nn(C)c(C)c1-n1nncc1C	-3	14	-6	4	-0.6	-4	8	11
N#C/C(=C\NCc1cccnc1)S(=O)(=O)Cc1ccc(Cl)cc1	3	4	7	0	-0.1	-3	-6	-64
O=c1ncn(Cc2cccs2)cc1-c1ccccc1	-5	6	3	-1	-0.3	-5	7	-2
CC(=O)Nc1nc(NC(C)=O)nc(N2CCCCC2)n1	3	-1	4	19	-0.5	-12	-33	-20
O=C(Nc1ccccc1C(=O)Nc1ccc(F)cc1)c1ccco1	-1	-1	-7	0	0.1	-6	8	-17
CCCCc1c(COC)nc(SC)[nH]c1=O	-6	-8	-5	3	0.3	-4	12	25
CC(C)(C)S(=O)(=O)/C(C#N)=C/c1ccc(F)c(Cl)c1	3	-8	-7	-3	0.0	-1	-4	-67
CC1CN(C2=NCCN2S(=O)(=O)c2cc(C(F)(F)F)cc(C(F)(F)F)c2)CC(C)O1 (stereo unspecified)	3	-5	-7	-5	-0.4	-7	0	-47
O=C(ON(Cc1c(F)cccc1Cl)Cc1c(F)cccc1Cl)c1ccc(Cl)cc1	3	2	-9	-5	0.1	-9	3	-32
Cn1c(Cc2nn(C)c(=O)c3ccccc23)nnc1SCC(=O)Nc1ccc(Cl)cc1Cl	-3	-3	-1	5	0.3	-5	-30	-3
Cn1c(=O)c2c(ncn2CC(COC(=O)c2ccco2)OC(=O)c2ccco2)n(C)c1=O (stereo unspecified)	-4	-12	-6	6	0.3	-7	2	-4
Cc1noc(C)c1S(=O)(=O)Nc1ccc(CN2CCS(=O)(=O)CC2)cc1	-1	-3	-8	2	-0.5	-8	1	-25
Cc1cc(NC(=O)C(Cl)Cl)n(-c2ccccc2)n1	0	9	-12	-1	0.0	-3	5	-19
CC(C)(C)C(=O)/C(C#N)=C/Nc1cccc2nsnc12	3	-4	0	-4	-0.9	-1	11	-48
CCOC(=O)c1ccc(N2N=C(C)CC2=O)cc1	10	7	13	-4	0.1	-9	-12	-89
CCOC(=O)CSC(=S)Nc1c(C)cc(C)cc1C	2	-5	-5	2	1.4	-10	-14	-43
Cn1c(SCc2csc(CS(=O)(=O)c3ccc(Cl)cc3)n2)nnc1C(F)(F)F	0	4	3	3	-1.1	-6	-23	-52
O=S(=O)(Nc1ncccn1)c1ccc(C(F)(F)F)cc1Cl	-2	-11	-4	2	-0.9	-3	9	-25
Cc1cc2nc(-c3ccncc3)cc(C(F)(F)F)n2n1	-1	0	-34	0	/	-8	12	-32
O=C(NC1CCS(=O)(=O)C1)c1cc(-c2ccc(Cl)cc2)oc1C(F)(F)F (stereo unspecified)	-3	-6	6	4	-1.9	-2	8	14
O=C(CSc1nccs1)N1CCN(c2ccccc2)CC1	-5	1	17	7	-0.2	-7	8	13
COc1ccc(CNC(=O)/C=C/C(=O)O)cc1	-2	-2	-12	4	0.6	-7	3	0
COCCCN/C(SCc1c(F)cccc1Cl)=C(\C#N)C(N)=O	1	1	0	3	0.5	-3	9	-50
COc1ccc(C(=O)Nc2cccnc2Sc2ccc(Cl)cc2)cc1	0	10	-10	4	-0.8	-6	-37	-50
Further records follow:
SMILES	Luminol counter	TLR4 MyD88 blk	S1P1 ag	PME-1 Maybridge	NOTCH agonist	rat GALR2 agon	OPRK1 antag MB	Nox1 inh
O=c1c(Nc2ccc(OC(F)(F)F)cc2)c(Nc2ccc(OC(F)(F)F)cc2)c1=O	-4	-12	-1	30*	-0.3	-3	5	6
C/C(=N\N=C1/NC(=O)C(CC(=O)O)S1)c1csc2ccccc12 (stereo unspecified)	2	-7	-6	-3	-0.3	-2	-7	-12
CC(=O)c1csc(CS(=O)(=O)c2ccc(Cl)cc2)n1	-2	9	-14	-1	-0.4	-2	-3	-10
O=S(=O)(Nc1cccc2cccnc12)c1cc(Cl)c(Cl)cc1Cl	1	3	0	0	0.3	0	2	-65
COc1cc(C(=O)NC(=S)NC(N)=O)cc(OC)c1OC	3	/	0	1	0.1	-8	-2	-57
O=S(=O)(c1cccc2nonc12)N1CCCN(CCc2ccccc2)CC1	-5	-10	25	8	0.0	-6	0	6
O=C(CSCc1ccccc1)NC1Cc2ccccc2C1	-6	-1	-5	6	0.4	-6	14	-6
Oc1c(Cl)cc(Cl)cc1C=Nc1ccccc1-c1nc2ccccc2[nH]1	10	2	-7	-9	-0.5	-4	18	0
Cc1noc(C)c1C(=O)N1CCSCC1	-13	1	-7	2	-0.1	-9	12	-28
Cc1[nH]nc2oc(=O)c(Cc3c(F)cccc3Cl)c(C)c12	2	7	-8	1	-0.8	-7	8	27
CCOC(=O)c1nnn(Cc2ccccc2)c1N	2	7	-15	-1	0.2	-1	-1	-44
O=[N+]([O-])c1cc(C(F)(F)F)cc([N+](=O)[O-])c1N1CCCC(Cn2cccc2)C1 (stereo unspecified)	6	7	-9	1	-0.3	-12	-18	-30
COC(=O)c1ccc(OCC(F)(F)F)nc1	-2	-2	-7	-1	-0.9	-7	6	-10
O=[N+]([O-])c1cc2c(c(COc3ccc(Cl)cc3Cl)c1)OCOC2	-1	13	1	0	0.4	-7	15	-14
OCCSc1ccc(Cl)cn1	-3	-3	3	3	0.5	-7	20	-7
CSc1nnc(-c2cccs2)o1	1	9	-6	2	-0.2	-6	8	-43
COc1ccc(N/C=C\C(=S)c2ccc(OC)cc2)cc1	-31	-9	8	13	-0.3	-6	19	52
CCOC(=O)NC(=O)CC(=O)NC(=O)OCC	1	0	8	-3	-0.6	-6	13	-43
CSC1=C(C#N)C(=O)NC(c2ccc3c(c2)OCO3)S1 (stereo unspecified)	29	-4	-2	-6	-0.6	-3	0	-40
Cc1c(OCc2ccccc2)ccc2c(O)c(C(=O)Nc3cccc(Cl)c3)c(=O)oc12	-3	1	-5	-8	-0.8	-5	25	-49
CCCCNC(=O)N1CCC(C(=O)c2c(C)c(C)c(C)c(C)c2C)CC1	2	3	-1	-3	-0.3	-13	-39	8
S=C(Nc1ccc(Cl)cc1)Nc1ccc(Cl)cc1	-5	0	13	-2	0.5	0	-18	27
COc1ccc(OC)c(S(=O)(=O)NCc2ccc(S(N)(=O)=O)cc2)c1	-4	-8	-1	1	-0.7	-6	1	-12
Cn1nc(-c2ccccc2)cc1NC(=O)Nc1ccc(OCc2ccccc2)cc1	-9	7	8	1	-0.7	-3	34	-30
O=c1c2ccccc2oc2cc(O)ccc12	-5	-2	-16	6	-0.1	-3	-3	-2
(listing goes on)
SMILES	Luminol counter	TLR4 MyD88 blk	S1P1 ag	PME-1 Maybridge	NOTCH agonist	rat GALR2 agon	OPRK1 antag MB	Nox1 inh
O=S(=O)(Nc1ccccc1C(F)(F)F)c1ccc(-c2ccccn2)s1	-1	3	15	22	/	-9	22	0
COC(=O)c1cccc(NC(=O)NC(=O)c2cccs2)c1	-6	-7	2	1	0.0	16*	17	1
CCSC(SCC)[C@H](OC(C)=O)[C@@H](OC(C)=O)[C@@H](OC(C)=O)[C@@H](COC(C)=O)OC(C)=O	1	4	7	0	-0.1	-5	-29	8
O=C(Nc1cc(-c2ccc(Cl)cc2)[nH]n1)C1Cc2ccccc2C1	2	-9	15	-7	-0.9	-4	11	-17
COc1ccc(-c2ocnc2C(=O)N2CCN(Cc3cccnc3)CC2)cc1	-1	9	34	3	-0.3	-7	12	-97
NNC(=S)NC1CCCCC1	-2	-6	-12	4	0.3	-7	12	11
CCOC(CC(=O)NNC(=O)c1ccc(C(F)(F)F)cc1)OCC	2	6	-4	6	0.0	-1	18	-55
CSc1ncnc2c1nnn2Cc1ccccc1	0	-1	-6	4	-0.3	-8	-7	0
O=C(N/C=C/c1ccco1)Nc1cc(C(F)(F)F)cc(C(F)(F)F)c1	3	-3	-10	-44	-0.5	-1	-12	-28
O=C(c1ccccc1Cl)N1CCC(n2cccc2)CC1	12	/	12	0	-0.9	-6	1	-47
Cc1ccc(S(=O)(=O)CCN2CCN(c3ccc(C(F)(F)F)cc3[N+](=O)[O-])CC2)cc1	-4	16	17	3	-1.0	-6	-6	26
